MBNL1 CUG block = blocks human MBNL1 binding to CUG repeat RNA | TR-FRET MBNL1-His/biotin-(CUG)12 binding, 665/545 ratio | Potency, µM (series often up to 57.5 µM), for the others: at the highest dose activity change, negative = inhibition, usual class: inhibitors | 0.036% of 280,000 active | AID 2675; active means well fitted inhibition curve with a large enough effect in the signal ratio, with a control signal flat, not every such curve was filed as active; inconclusive means small, poorly fitted or top-dose-only effect, or effect the other way, or a change in a side signal; inactive means no such curve, though single readings can be large or run the other way; the % refers to the signal ratio; further: on the % scale 0 is the no-effect control and ±100 the full control effect
Target sequence (Q9NR56 whole entry, looked up): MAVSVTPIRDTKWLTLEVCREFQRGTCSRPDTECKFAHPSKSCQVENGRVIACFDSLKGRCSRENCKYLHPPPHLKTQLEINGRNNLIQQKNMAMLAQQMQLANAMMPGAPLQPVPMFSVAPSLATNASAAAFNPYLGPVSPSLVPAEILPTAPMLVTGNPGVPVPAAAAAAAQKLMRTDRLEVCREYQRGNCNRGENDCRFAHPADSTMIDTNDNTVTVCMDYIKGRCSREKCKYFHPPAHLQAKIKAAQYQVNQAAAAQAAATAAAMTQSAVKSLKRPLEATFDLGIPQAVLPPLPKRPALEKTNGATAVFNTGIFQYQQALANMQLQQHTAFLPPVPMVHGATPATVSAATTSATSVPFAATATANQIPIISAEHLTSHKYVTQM
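Inhibition of protein-RNA binding appears as loss of TR-FRET between terbium anti-His antibody on MBNL1-His and streptavidin-XL665 on biotin-(CUG)12. Activity is normalized to buffer-only and uninhibited-complex controls.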
Gal4-VP16 FLuc = Gal4-VP16 reporter inhibition counter-screen | Potency, µM (highest dose often 53.6 µM), inactives show at the highest dose activity, negative = inhibition, actives largely listed as inhibitors | Drosophila S2 Gal4-VP16 UAS-luciferase, luminescence, 20 h | AID 2546 | 3.5% of 310,000 active;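 further: Gal4-VP16 expression switched on by copper sulfate through the metallothionein promoter; on the % scale 0 is the no-effect control and ±100 the full control effect; nearly all actives have a fitted effect of over 50% in size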
uPA surface inh = inhibitors of cell surface uPA generation; cell surface uPA generation assay, qHTS; Potency, µM (series often up to 38.3 µM), without a hit: top-dose activity change, negative = inhibition, hits mostly inhibitors; 0.31% of 330,000 active; active means well fitted inhibition curve with a large enough effect; inconclusive means small, poorly fitted or top-dose-only effect; inactive means no such curve, though single readings can be large or run the other way; tested in mouse RAW 264.7 cells; further: on the % scale 0 is the no-effect control and ±100 the full control effect; nearly all actives have a fitted effect of over 55% in size
BRCA1 expr up = increases BRCA1 expression. Potency, µM (titrated, usually from 46.1 µM), for inactives: top-dose activation, actives largely listed as activators. 1.1% of 380,000 active. MCF7-BRCA1-FFLuc reporter, luminescence, 48 h; response scale: scaled: vehicle 0%, 10 µM genistein 100%. AID 624202; further: nearly all actives have a fitted effect of over 80% in size; some results filed as inactive show a strong effect at the top dose
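Compounds are tested at multiple concentrations on MCF7 BRCA1-luciferase reporter cells seeded at 2000 per well; after 48 h, a single luminescence end-point is taken and curves fitted to the normalized data.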
NPC1 prom act = activators of NPC1 promoter. 2.4% of 320,000 active. Huh7 NPC1 promoter luciferase reporter, 24 h. Potency, µM (highest dose often 9.22 µM), for inactives: top-dose activation, most hits filed as activators;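 further: % of control where 0% means no effect; nearly all actives have a fitted effect of over 60% in size; reporter is driven by a mutant NPC1 promoter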
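Compounds in DMSO were transferred onto Huh7 NPC1-luciferase reporter cells pre-incubated 2 h; after 24 h at 37 °C, Amplite reagent was dispensed and luminescence recorded 10 min later.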
FLuc modulator = inhibits or activates purified firefly luciferase, miR-21 counter-screen; P08659; purified FLuc, Km substrates, luminescence inhibition; Potency, µM (doses to about 57.5 µM), for inactives: at the top dose activity change, negative = inhibition, actives largely listed as inhibitors; 6.9% of 360,000 active;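 further: plate controls were vehicle for no effect and reference inhibitor for full effect; nearly all actives have a fitted effect of over 55% in size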
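Biochemical qHTS of compounds, final roughly 60 µM downward over six points, against 10 nM purified firefly luciferase using Km concentrations of substrates (10 uM D-luciferin, 10 uM ATP) in Tris acetate pH 7.5 buffer; luminescence output.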
p53 reactivator = re-activators of mutant p53; H1299 p53-A138V BP100-luciferase reporter, luminescence, 24 h; Potency, µM (top dose mostly 92.2 µM), without a hit: at the highest dose activity change, positive = activation, most hits filed as activators; 0.063% of 320,000 active; further: % of control where 0% means no effect; nearly all actives have a fitted effect of over 45% in size
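p53-null H1299 cells stably carrying temperature-sensitive p53-A138V and a BP100-luciferase reporter were pinned with compounds (4-point, 1:5 series) and held 24 hrs at 37 deg C. Luminescence was read 10 min after detection reagent.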
Rab9 promoter act = activators of Rab9 promoter | Huh7 Rab9 promoter-luciferase reporter, luminescence, 24 h | Potency, µM (series often up to 9.22 µM), inactives show at the top dose activation, negative = inhibition, actives largely listed as activators | 2.8% of 320,000 active | AID 485297; further: % of control where 0% means no effect; nearly all actives have a fitted effect of over 60% in size
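Luciferase signal after 10 min detection reagent at ambient indicates Rab9 promoter upregulation; stably transfected Huh7 cells were treated 24 h with compound in DMSO at 37 °C, 5% CO2.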
RORg inh = inhibitors of mouse ROR gamma transcriptional activity; Potency, µM (doses to about 53.6 µM), inactives show at the top dose activity change, negative = inhibition, actives largely listed as inhibitors; 5.4% of 310,000 active; Drosophila S2 Gal4-RORgamma UAS-luciferase reporter, 20 h; further: on the % scale 0 is the no-effect control and ±100 the full control effect; nearly all actives have a fitted effect of over 60% in size
Target sequence (P51450 whole entry, looked up, the tested form may be a part): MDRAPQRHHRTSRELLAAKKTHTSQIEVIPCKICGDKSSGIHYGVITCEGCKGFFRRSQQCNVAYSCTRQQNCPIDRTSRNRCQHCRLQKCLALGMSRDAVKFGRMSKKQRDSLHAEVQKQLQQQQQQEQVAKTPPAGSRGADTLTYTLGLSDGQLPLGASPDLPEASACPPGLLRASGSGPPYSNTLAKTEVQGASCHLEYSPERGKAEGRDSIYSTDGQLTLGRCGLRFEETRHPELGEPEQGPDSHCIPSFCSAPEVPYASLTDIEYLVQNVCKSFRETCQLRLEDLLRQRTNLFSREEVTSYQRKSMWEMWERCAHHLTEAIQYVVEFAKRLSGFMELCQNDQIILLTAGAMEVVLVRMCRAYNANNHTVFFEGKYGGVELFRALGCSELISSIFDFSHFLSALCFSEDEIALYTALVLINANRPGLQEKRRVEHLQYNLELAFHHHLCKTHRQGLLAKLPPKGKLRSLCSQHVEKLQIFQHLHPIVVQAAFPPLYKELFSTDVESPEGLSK
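Using a luciferase readout, inhibitors were identified by reduced reporter activity in Drosophila cells coexpressing a copper-inducible Gal4–ROR gamma fusion and UAS-driven Photinus luciferase, incubated 20 hr after 700 uM copper sulfate.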
ELG1 genotoxic = genotoxicity induction in ELG1-luciferase HEK293T cells | AID 504466 | HEK293T ELG1-luciferase reporter, luminescence, 16 h | 1.3% of 330,000 active | Potency, µM (highest dose often 46 µM), without a hit: at the highest dose activity change, positive = activation, most hits filed as activators; further: % of control where 0% means no effect; nearly all actives have a fitted effect of over 60% in size
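Genotoxic stress is detected as increased luminescence from luciferase-tagged ELG1 in HEK293T cells, measured with ONE-Glo after a 16 hr treatment at 37 °C.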
An asterisk follows results filed as active; ? = inconclusive; nt = no result given; [ ] = remark or other dose. Unless noted, the call rests on the fitted dose curve; in most records, active means well fitted curve in the direction sought with a large enough effect; inconclusive means small, poorly fitted or top-dose-only effect, or another doubt; inactive means no such curve, though single readings can be large; an effect the other way counts as inactive or inconclusive. Potency means the concentration at half of the fitted maximal effect.

SMILES	MBNL1 CUG block	Gal4-VP16 FLuc	uPA surface inh	BRCA1 expr up	NPC1 prom act	FLuc modulator	p53 reactivator	Rab9 promoter act	RORg inh	ELG1 genotoxic
CN1CCN(C(=O)C23CC4CC(C2)CC(c2ccccc2)(C4)C3)CC1	-1%	6%	-2%	-34%	0%	1%	-3%	11%	-10%	0%
O=C(O)CC1(O)C(=O)N(Cc2ccccc2)c2ccccc21 (stereo not given)	-7%	-1%	-1%	0%	-3%	-3%	1%	-5%	-1%	0%
CC1(C)CNC(=O)c2sc(NC(=O)c3ccccc3)nc2C1	17%	-3%	2%	41%	?	?	21%	?	?	16%
NC(=O)CC(NC(=O)c1cccc(Br)c1)c1ccc(NC2CCN(Cc3ccccc3)CC2)c([N+](=O)[O-])c1 (stereo not given)	?	4%	-4%	0%	0%	7%	nt	-4%	-14%	1%
O=C(Cn1cccc1C(=O)c1ccccc1)NCc1cccs1	-1%	3%	3%	22%	2%	0%	3%	0%	12%	2%
O=c1c2ccccc2nnn1CSc1nnc(-c2cccs2)n1Cc1ccccc1	1%	3%	-2%	-2%	-1%	3%	-6%	0%	14%	-17%
CC(C)CC(C(=O)NCC1CCCO1)N(C(=O)Cn1nnc(-c2ccc(F)cc2)n1)c1ccccc1F (stereo not given)	-2%	-5%	-1%	-23%	-7%	1%	4%	5%	0%	-4%
Cc1cc(C)cc(NC(=O)Cn2cc(C=O)c3ccccc32)c1	6%	-2%	-7%	-42%	6%	-6%	-9%	-2%	-9%	-4%
CC1(C)CC2CC(C)(CN2C(=O)COC(=O)c2cccc(O)c2)C1 (stereo not given)	nt	nt	-9%	-11%	0%	5%	1%	-1%	nt	1%
CCOC(=O)CSc1nnc(Cc2cc(=O)[nH]c(=O)[nH]2)n1-c1cccc(OC)c1	-7%	-12%	2%	11%	0%	-1%	1%	0%	?	1%
CCOc1ccccc1-n1c(SCC(=O)N(C(C)C)C(C)C)nnc1-c1cccnc1	-3%	-3%	0%	-4%	3%	-1%	-5%	0%	24%	-4%
COc1ccc(NC(C)=O)cc1NC(=O)CSc1nnc(-c2cccnc2)n1C	-3%	-6%	1%	-61%	1%	7%	-12%	0%	-18%	-3%
CCn1ncc(N2CCOCC2)c(Cl)c1=O	3%	-1%	-13%	2%	0%	4%	7%	-6%	-11%	3%
CCCc1nc(NCc2ccncc2)c2nnn(Cc3ccccc3F)c2n1	-10%	2%	-4%	-41%	-2%	1%	-17%	-4%	?	-3%
CCn1nc(C)c(C2C(C#N)=C(N)Oc3n[nH]c(C)c32)c1C (stereo not given)	16%	25%	-11%	-8%	-1%	-2%	-4%	-1%	-1%	2%
COc1ccc(/C=c2\s/c(=C/C(=O)c3ccc(C)cc3)[nH]c2=O)cc1OC	-2%	?	-1%	-59%	-1%	11µM*	2%	3%	13µM*	-4%
C/C(=N\Nc1ccc([N+](=O)[O-])cc1)c1ccc(-n2nncc2C(C)(C)C)cc1	1%	14%	0%	-91%	-5%	2%	-2%	-6%	?	-2%
O=C(CSc1nc(=O)n(CCCN2CCOCC2)c2c1CCC2)Nc1ccc([N+](=O)[O-])cc1	nt	nt	10%	-24%	7%	2%	-9%	0%	nt	2%
COc1ccc(N(CC(=O)N2CCN(Cc3ccccc3)CC2)S(C)(=O)=O)cc1OC	4%	-5%	7%	0%	-2%	0%	6%	-3%	-29%	0%
CCc1ccc(C(=O)Nc2nc(C)cs2)s1	6%	11µM*	-12%	-30%	-12%	0.95µM*	-9%	-16%	7.1µM*	?

A section from further up, for reference:
SMILES	MBNL1 CUG block	Gal4-VP16 FLuc	uPA surface inh	BRCA1 expr up	NPC1 prom act	FLuc modulator	p53 reactivator	Rab9 promoter act	RORg inh	ELG1 genotoxic
O=C(CSc1nc(=O)n(CCCN2CCOCC2)c2c1CCC2)Nc1ccc([N+](=O)[O-])cc1	nt	nt	10%	-24%	7%	2%	-9%	0%	nt	2%
COc1ccc(N(CC(=O)N2CCN(Cc3ccccc3)CC2)S(C)(=O)=O)cc1OC	4%	-5%	7%	0%	-2%	0%	6%	-3%	-29%	0%
CCc1ccc(C(=O)Nc2nc(C)cs2)s1	6%	11µM*	-12%	-30%	-12%	0.95µM*	-9%	-16%	7.1µM*	?

Other results.
SMILES	MBNL1 CUG block	Gal4-VP16 FLuc	uPA surface inh	BRCA1 expr up	NPC1 prom act	FLuc modulator	p53 reactivator	Rab9 promoter act	RORg inh	ELG1 genotoxic
COc1ccc(-c2nn(-c3ccccc3)cc2CN(C)CCn2ccnc2C)c(F)c1	0%	-2%	-19%	-26%	-5%	-9%	-1%	-4%	-38%	-6%
CSc1nc(NCc2ccco2)c2ccccc2n1	0%	1%	6%	-11%	2%	-2%	2%	2%	26%	-1%
COc1ccc(C(=O)n2cnnc2N)cc1	0%	4%	2%	-8%	1%	-14%	13%	-1%	-28%	9%
O=[N+]([O-])/C=C/c1cn(Cc2ccc(Cl)cc2)c2ccccc12	nt	?	-11%	-78%	-2%	-2%	-24%	-4%	?	-16%
CN1CCN(C(=O)c2ccccc2NC(=O)c2ccccc2)CC1	2%	4%	4%	0%	0%	-1%	1%	5%	-26%	5%
COCCn1c(SCC(=O)Nc2ccc(OC)c(S(N)(=O)=O)c2)nc2ccccc21	-3%	?	-9%	-25%	-2%	0%	-2%	-14%	?	-8%
O=C(c1ccco1)N1CCN(S(=O)(=O)c2c(Cl)cccc2Cl)CC1	6%	-12%	0%	6%	1%	1%	nt	-4%	-16%[1.91 µM]	2%
COc1ccc(NC(=O)COC(=O)c2cc(Cl)ccc2O)cc1S(=O)(=O)N1CCCCC1	nt	nt	0%	-23%	-8%	-1%	-6%	-2%	nt	1%
Clc1ccc(-c2nn3cnnc3s2)c(Cl)c1	4%	1%	-1%	10%	-3%	-6%	-3%	-2%	-14%	12%
O=C(COC(=O)C1CC(O)CN1S(=O)(=O)c1ccc(Cl)cc1)c1cccc(Cl)c1 (stereo not given)	-6%	?	-7%	-11%	1%	-1%	7%	2%	21%	1%
CCc1nc(SCC(=O)c2c[nH]c3ccccc23)n[nH]1	-1%	-5%	1%	3%	0%	-4%	6%	3%	8%	-22%
CCOc1ccc(C)cc1S(=O)(=O)n1nc(C)cc1C	-3%	4%	-1%	-17%	0%	-1%	-1%	2%	0%	-3%
COc1ccc(-n2c(Cn3nc(C(F)(F)F)cc3C)n[nH]c2=S)cc1	3%	12%	2%	1%	-3%	-4%	8%	8%	?	2%
COC(=O)C(Cc1ccccc1)NC(=O)CC(C)CC(=O)Nc1ccc(OC)cc1OC (stereo not given)	-1%	-1%	6%	1%	-2%	1%	13%	-3%	-7%	3%
c1ccc(CSc2nnc(-c3c[nH]c4ccccc34)o2)cc1	35%[activator]	-71%	5%	45%	?	8.5µM*	?	?	?	?
Cc1nc2c(-c3ccc(F)cc3)c(C)[nH]n2c(=O)c1Cl	-2%	11µM*	-9%	-23%	-8%	1%	nt	-3%	11µM*	-15%
O=C(CN1C(=O)NC(c2ccccc2)(c2ccccc2)C1=O)NCCNCCO	0%	1%	1%	-6%	-1%	1%	nt	-1%	-9%	0%
CCCSc1nsc(SCCC)c1C#N	-4%	7%	-2%	49%	8%	?	3%	5%	5%	?
O=c1[nH]c(Cc2ccccc2Cl)nc2ccccc12	24%	-5%	-1%	-3%	0%	-3%	4%	-1%	0%	2%
CCc1c(C)nc(SCC(=O)NNC(=O)Cc2ccc(OC)cc2)[nH]c1=O	-6%	-1%	3%	-2%	-5%	-2%	2%	9%	-13%	-1%
O=C(O)Cn1nnnc1-c1ccc(F)cc1	2%	-6%	nt	-2%	1%	2%	-4%	-4%	22%	0%
O=S(=O)(c1ccc(Br)cc1)N1CCN=C1SCc1cccc(F)c1	5%	-6%	2%	-23%	0%	3%	11%	0%	-29%	-2%
CCOCCCNC(=O)C(Cc1ccccc1)NC(=O)c1ccco1 (stereo not given)	-7%	0%	nt	6%	2%	6%	3%	3%	-8%	5%
CC1CN(c2oc(-c3ccco3)nc2C#N)CC(C)O1 (stereo not given)	16%	5%	-2%	-24%	6%	-1%	-4%	-5%	0%[10 µM]	2%
Cc1cccc2nc(-c3cccc(NC(=O)c4ccc(Cl)cc4)c3)cn12	23%	8%	-28%	8%	-2%	6µM*	7%	-1%	15%	-7%
Cc1nn(-c2ccccc2)c(C)c1NC(=O)COC(=O)Cc1cccc(C(F)(F)F)c1	nt	nt	1%	-5%	1%	-1%	nt	-3%	nt	4%
CCCn1c(=O)c(C(=O)NNS(=O)(=O)c2ccc(NC(=O)OC)cc2)c(O)c2ccccc21	-2%	-5%	1%	-22%	-3%	3%	2%	-7%	-19%	2%
COc1ccc(N2CC(C(=O)Nc3ccc(N4CCOCC4)cc3)CC2=O)cc1 (stereo not given)	-9%	-5%	0%	0%	4%	-1%	2%	-3%	-11%	4%
Cc1cc(C)n(C(=O)c2cccc(S(=O)(=O)N3CCCC3)c2)n1	-7%	-2%	nt	5%	-2%	0%	-3%	4%	-16%	0%
COC(=O)CCCC1=CC2=CC(=O)C(C)(OC(=O)c3cccs3)C(=O)C2=CN1CC1CC1 (stereo not given)	?	-8%	7%	0%	2%	-2%	2%	1%	21%	2%
CC12CN3CC(C)(CN(C1)C3c1ccc(Cl)cc1)C2 (stereo not given)	-9%	-3%	1%	-11%	1%	2%	0%	-3%	-6%	1%
O=C(Nc1ccccc1)Nc1ccc(Oc2ncnc3cc(Cl)ccc23)nc1	1%	4%	2%	12%	0%	-2%	1%	-9%	18%	-1%

Bioassay records deposited in PubChem BioAssay by National Center for Advancing Translational Sciences (NCATS).
